Screening data from PubChem BioAssay.
Rhodamine autofl – compound autofluorescence in rhodamine spectral region; Rhodamine-region fluorescence, 547/598 nm, Tris buffer; stronger effect = higher value; max dye-equivalent concentration, M; 0.05% of 59,000 active; in the data active means max dye-equivalent concentration above about 11 nM; inconclusive means between about 1.1 nM and that limit
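qHTS spectral profiling of compounds without any target or enzyme present, in pH 8.0 Tris buffer; plates were read after a 15-minute room-temperature incubation using the rhodamine-region filter set.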
TexasRed autofl – compounds fluorescent in Texas Red spectral region. Compound fluorescence, Texas Red channel, 547/618 nm; stronger effect = higher value. max dye-equivalent concentration, M. 0.06% of 59,000 active. AID 587; in the data active means max dye-equivalent concentration above about 10 nM; inconclusive means between about 1.1 nM and that limit
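Compound fluorescence was read after 15 min at room temperature in 100 mM Tris, pH 8.0, using 547 nm excitation and 618 nm emission across a concentration series. It was expressed as Texas Red dye-equivalent concentration from an on-plate standard curve.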
Caspase-1 inhib – allosteric or competitive inhibitors of human caspase-1. P29466. Caspase-1 enzyme, Ac-WEHD-AFC fluorogenic rate. Potency, µM (series often up to 57.5 µM), inactives show at the top dose activity change, negative = inhibition, actives largely listed as inhibitors. 0.03% of 75,000 active;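 further: potency means the concentration at half of the fitted maximal effect; plate controls were vehicle for no effect and no substrate for full effect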
Target sequence (P29466 120-297 limits assumed): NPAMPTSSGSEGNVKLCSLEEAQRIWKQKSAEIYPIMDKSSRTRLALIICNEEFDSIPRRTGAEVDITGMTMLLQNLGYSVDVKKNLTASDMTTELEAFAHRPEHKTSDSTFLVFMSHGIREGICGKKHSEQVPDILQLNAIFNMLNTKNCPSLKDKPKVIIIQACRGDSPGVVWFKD
Target sequence (P29466 317-404 limits assumed): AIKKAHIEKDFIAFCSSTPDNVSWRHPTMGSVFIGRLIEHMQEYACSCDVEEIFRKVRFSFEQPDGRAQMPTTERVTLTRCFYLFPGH
Luciferase inh – firefly luciferase inhibition; P08659; purified firefly luciferase, luminescence, 8 min; Potency, µM (doses to about 57.1 µM), for inactives: top-dose activity change, negative = inhibition, usual class: inhibitors; 2.2% of 72,000 active; further: potency means the concentration at half of the fitted maximal effect; on the % scale 0 is the no-effect control and ±100 the full control effect; nearly all actives have a fitted effect of over 40% in size
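Luminescence read-out after 8 min at room temperature; enzyme reaction used luciferin plus 10 uM ATP (linear range) in imidazole buffer pH 7.2 with KCl, MgCl2, Tween 20 and BSA. Each sample was run as a titration.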
ERK AVP block – inhibitors of vasopressin-stimulated ERK signaling pathway. HEK293-V1b, vasopressin-stimulated pERK AlphaScreen. Potency, µM (highest dose often 57.5 µM), for inactives: top-dose activity, negative = inhibition, hits mostly inhibitors. 0.99% of 72,000 active; further: potency means the concentration at half of the fitted maximal effect; on the % scale 0 is the no-effect control and ±100 the full control effect; nearly all actives have a fitted effect of over 55% in size
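qHTS, compounds titrated on V1b-expressing HEK293 cells. Preincubation 30 min at 37C, vasopressin 25 nM for 5 min, lysis 10 min, bead incubation 5 hr at room temperature.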
Caspase-7 inhib – blocks human caspase-7 allosterically or competitively; P55210; recombinant caspase-7, Ac-DEVD-AFC fluorescence rate; Potency, µM (series often up to 57.5 µM), inactives show top-dose activity change, negative = inhibition, usual class: inhibitors; 0.02% of 75,000 active; AID 889; active means well fitted inhibition curve with a large enough effect in the main read-out, with a control signal flat, not every such curve was filed as active; inconclusive means small, poorly fitted or top-dose-only effect, or a change in a side signal; further: potency means the concentration at half of the fitted maximal effect; % of control where 0% means no effect
Fluorescein autfl – compound autofluorescence in fluorescein spectral region; Compound autofluorescence, 480/540 nm, fluorescein-equivalent; stronger effect = higher value; max fluorescein-equivalent concentration, M; 0.91% of 59,000 active; AID 593; in the data active means max fluorescein-equivalent concentration above about 10 nM; inconclusive means between about 1.1 nM and that limit
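In this qHTS profile, compound fluorescence was measured with a 480 nm/540 nm filter pair following a 15-min room-temperature incubation in 100 mM Tris (pH 8.0). A six-point fluorescein series on each plate served for normalization.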
USP2a inh – USP2a (human) protease inhibition; O75604; USP2a enzymatic assay, qHTS inhibition; Potency, µM (titrated, usually from 38.3 µM), for inactives: top-dose activity change, negative = inhibition, hits mostly inhibitors; 0.1% of 60,000 active; AID 927;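 further: potency means the concentration at half of the fitted maximal effect; nearly all actives have a fitted effect of over 60% in size; plate controls were DMSO for no effect and NEM full inhibition control for full effect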
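Inhibition is measured in a cell-free coupled assay with 20 nM USP2 core, 20 nM Ub-PLA2 and 20 uM NBD C6-HPC, 2.5 h incubation. Activity normalized to NEM control.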
HADH2 inhib – blocks human hydroxyacyl-CoA dehydrogenase type II; Q99714; recombinant HADH2, NADH fluorescence, beta-hydroxybutyryl-CoA; Potency, µM (titrated, usually from 57.1 µM), inactives show at the highest dose activity change, negative = inhibition, actives largely listed as inhibitors; 3.4% of 73,000 active; further: potency means the concentration at half of the fitted maximal effect; on the % scale 0 is the no-effect control and ±100 the full control effect; nearly all actives have a fitted effect of over 60% in size; many of its hits are not listed in these tables
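His-tagged recombinant enzyme from E. coli, 20 nM, preincubated 15 min RT with compound; reaction started with 1 mM NAD+ and 90 uM beta-hydroxybutyryl-CoA in 100 mM Tris-HCl pH 9.0. NADH fluorescence (ex 360/em 450) read over 4 min; last-minus-first difference.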
Tau filament bind – binds recombinant human tau filaments; 2% of 71,000 active; recombinant tau filaments, thioflavin S fluorescence, 15 h; filaments grown with octadecylsulfate alongside compound; Potency, µM (series often up to 57.1 µM), for the others: at the top dose activity change, negative = inhibition; P10636;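 further: potency means the concentration at half of the fitted maximal effect; on the % scale 0 is the no-effect control and ±100 the full control effect; actives lower thioflavin S fluorescence by blocking filaments or displacing dye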
Target sequence (P10636 whole entry, looked up): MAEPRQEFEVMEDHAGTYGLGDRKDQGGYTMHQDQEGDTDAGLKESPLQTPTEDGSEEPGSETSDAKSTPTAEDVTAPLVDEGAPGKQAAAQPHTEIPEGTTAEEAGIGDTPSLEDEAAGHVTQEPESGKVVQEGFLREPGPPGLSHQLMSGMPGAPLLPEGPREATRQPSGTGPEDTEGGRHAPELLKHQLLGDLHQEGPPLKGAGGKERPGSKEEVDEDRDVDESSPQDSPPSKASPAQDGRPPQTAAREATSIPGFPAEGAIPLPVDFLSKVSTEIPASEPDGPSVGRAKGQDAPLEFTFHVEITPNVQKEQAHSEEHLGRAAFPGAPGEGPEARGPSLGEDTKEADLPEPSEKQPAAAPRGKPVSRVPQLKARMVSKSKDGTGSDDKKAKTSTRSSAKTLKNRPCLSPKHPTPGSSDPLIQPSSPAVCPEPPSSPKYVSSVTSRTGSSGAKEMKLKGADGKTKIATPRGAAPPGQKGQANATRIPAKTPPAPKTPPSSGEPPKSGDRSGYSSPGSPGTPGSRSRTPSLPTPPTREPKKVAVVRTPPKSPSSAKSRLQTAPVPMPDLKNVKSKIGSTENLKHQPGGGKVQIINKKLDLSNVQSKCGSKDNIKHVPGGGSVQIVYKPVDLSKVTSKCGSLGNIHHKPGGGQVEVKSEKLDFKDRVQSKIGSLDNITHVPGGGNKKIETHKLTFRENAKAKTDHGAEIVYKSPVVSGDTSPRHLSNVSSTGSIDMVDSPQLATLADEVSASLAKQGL
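Assay mix: 1 uM His-tagged tau, 30 uM sodium octadecylsulfate, thioflavine S dye in HEPES/NaCl/DTT buffer. Compound is added prior to the inducer. Fluorescence after 15 h at 37 C.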
HEK293 cAMP cs – raises cAMP in parental HEK293 cells, TSHR agonist counter-screen. parental HEK293 CNG cAMP sensor, membrane potential fluorescence. Potency, µM (doses to about 57.1 µM), for the others: at the highest dose activation, usual class: activators. 2.5% of 73,000 active. AID 938; further: potency means the concentration at half of the fitted maximal effect; % of control where 0% means no effect; nearly all actives have a fitted effect of over 55% in size
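Parental HEK 293 cells stably expressing a modified CNG channel (no TSHR) report cAMP rise as membrane depolarization. Membrane potential dye with 100 uM RO 20-1724 was loaded for 60 min at room temperature, then compound added for 30 min; fluorescence read at 590 nm.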
* = called active by the depositor; i = inactive; ? = inconclusive; . = no result given; [ ] = another dose, or the depositor's remark. Unless noted, the call rests on the fitted dose curve; in most records, active means well fitted curve in the direction sought with a large enough effect; inconclusive means small, poorly fitted or top-dose-only effect, or another doubt; inactive means no such curve, though single readings can be large; an effect the other way counts as inactive or inconclusive.

SMILES	Rhodamine autofl	TexasRed autofl	Caspase-1 inhib	Luciferase inh	ERK AVP block	Caspase-7 inhib	Fluorescein autfl	USP2a inh	HADH2 inhib	Tau filament bind	HEK293 cAMP cs
Cc1ccc(S(=O)(=O)N2Cc3ccccc3CC2C(=O)Nc2cc(C)on2)cc1 (configuration not stated)	i	i	0.9%	1.0%	12.4%	-9.6%	i	33.0%[activator]	2.1%	7.3%	22.4%
O=P(O)(OCc1ccccc1)OCc1ccccc1	.	.	-1.6%	.	-14.2%	-0.5%	.	.	-0.7%	-4.2%	?
Cc1cc(NC(=O)CSc2c3c(nc4ccccc24)CCC3)no1	.	.	-4.0%	2.4%	-14.9%	-0.8%	.	.	-1.7%	-9.7%	2.4%
NS(=O)(=O)c1ccc(CCNC(=O)COC(=O)C2CCCN2C(=O)c2cccs2)cc1 (configuration not stated)	i	?	4.6%	1.2%	-7.0%	-3.5%	?	1.9%	-11.7%	-2.8%	-1.1%
c1ccc2c(c1)OCC(c1nnc3sc(-c4ccc5c(c4)OCO5)nn13)O2 (configuration not stated)	i	?	-2.0%	-2.0%	-22.7%	-3.8%	?	45.3%[activator]	?	19.8%	?
c1ccc(-c2cccc(N3CCC4(CCNCC4)CC3)c2)cc1	i	i	-5.0%	-0.8%[11.4 µM]	-19.1%	-4.1%	i	85.9%[activator]	-2.4%	?	-32.1%[inhibitor]
Cc1nc(CNS(=O)(=O)c2ccc3c(c2)OCCO3)cs1	i	i	0.2%	2.2%	-10.9%	0.9%	i	-0.9%	6.2%	8.4%	5.2%
Cn1c(=O)oc2cc(S(=O)(=O)NCCN3CCN(c4ccccc4F)CC3)ccc21	.	.	3.1%	3.1%	-11.8%	-1.4%	.	.	5.6%	14.4%	-1.1%
O=C(NC1(C(F)(F)F)NC(=O)N(CC2CCCCC2)C1=O)c1ccco1 (configuration not stated)	i	i	4.0%	1.3%	0.2%	1.0%	?	6.8%	4.1%	-9.8%	-15.1%
O=C(COC(=O)CCCN1C(=O)c2ccccc2C1=O)Nc1ncc(Cl)cc1Cl	i	i	-3.9%	-6.2%	-17.0%	-7.2%	?	24.9%	5.5%	-11.2%	-10.2%
CN1C(=O)CC(N2CCN(c3ccccn3)CC2)C1=O (configuration not stated)	.	.	-0.1%	0.8%	9.6%	1.8%	.	4.2%	1.2%	2.0%	5.7%
Cn1ccnc1SCC(=O)c1ccc(Br)cc1	i	?	-14.3%	-9.5%	-13.9%	-3.5%	i	21.9%	?	1.3%	-1.9%
CCOCCCNC(=O)c1c(C)c(C(=O)OCC)n(C)c1C	i	?	-0.2%	-2.0%	-21.2%	-0.6%	i	8.9%	8.6%	-10.8%	-7.6%
CCc1ccc(NS(=O)(=O)c2ccc3[nH]cc(C(=O)NCC4CCCO4)c(=O)c3c2)cc1 (configuration not stated)	i	i	-2.9%	-1.2%	6.2%	-0.6%	i	46.4%[activator]	0.2%	18.4%	-3.7%
CCC(=O)c1ccc(OCC(O)Cn2c(C)nc3ccccc32)cc1 (configuration not stated)	i	?	3.5%	-1.3%	?	-0.5%	?	24.5%	0.8%	-4.9%	13.3%
Cc1ccc(S(=O)(=O)N2CCCC(C(=O)NCCc3ccc4c(c3)OCO4)C2)cc1 (configuration not stated)	i	i	-0.2%	-2.0%	-26.3%	-1.2%	i	12.1%	1.7%	4.4%	24.0%
O=S(=O)(NCC(c1cccnc1)N1CCOCC1)c1cccs1 (configuration not stated)	i	i	0.9%	-1.6%	-6.1%	-0.9%	i	-12.6%	-2.3%	3.3%	?
O=C(O)CCn1c(-c2ccccc2)cc2c1CCCC2=O	.	.	-4.5%	0.6%	.	-8.9%	.	.	-11.1%	8.1%	10.9%
CCC(C)N(C)Cc1cccc(C2(O)CCN(S(=O)(=O)c3ccc(F)cc3)CC2)c1 (configuration not stated)	i	?	2.4%	1.4%	8.4%	-0.5%	?	5.8%	1.2%	-28.5%	-0.6%
Cc1cc(C)c(S(=O)(=O)n2nc(C)c(Br)c2C)c(C)c1	i	?	-1.6%	6.5%	?	-0.2%	i	-1.2%	-1.4%	3.1%	16.7%
CCOC(=O)C1CCN(C(=O)CN(c2ccc(OC)cc2)S(=O)(=O)c2c(C)noc2C)CC1	.	.	-4.3%	0.1%	-11.1%	-1.1%	.	.	11.0%	-7.3%	1.6%
CCOC(=O)Cn1c2c(c(-c3ccccc3OC)cc1=O)CCCC2	i	i	-0.3%	-0.5%	19.0%	-0.3%	?	0.4%	-0.2%	0.5%	?
CCCCCc1nc2c(=O)n(C)c3ccccc3c2o1	i	i	1.6%	-0.2%	14.1%	-0.4%	i	11.6%	-0.5%	51.2%	?
O=C(Nc1ccc(F)c(Cl)c1)c1ccc2c(=O)n3c(nc2c1)CCCCC3	i	i	-2.8%	?	31.5%[activator]	-1.9%	i	41.0%[activator]	8.8%	64.6%	?
CCN(CC(=O)NC1CCS(=O)(=O)C1)C(=O)COc1ccccc1-c1ccccc1 (configuration not stated)	i	?	0.9%	-36.6%	-2.3%	6.2%	?	9.5%	10.6%	8.5%	11.2%

Laid out differently: entries from further up
| molecule | Rhodamine autofl | TexasRed autofl | Caspase-1 inhib | Luciferase inh | ERK AVP block | Caspase-7 inhib | Fluorescein autfl | USP2a inh | HADH2 inhib | Tau filament bind | HEK293 cAMP cs |
| --- | --- | --- | --- | --- | --- | --- | --- | --- | --- | --- | --- |
| CCC(C)N(C)Cc1cccc(C2(O)CCN(S(=O)(=O)c3ccc(F)cc3)CC2)c1 (configuration not stated) | i | ? | 2.4% | 1.4% | 8.4% | -0.5% | ? | 5.8% | 1.2% | -28.5% | -0.6% |
| O=C(O)CCn1c(-c2ccccc2)cc2c1CCCC2=O | . | . | -4.5% | 0.6% | . | -8.9% | . | . | -11.1% | 8.1% | 10.9% |
| O=P(O)(OCc1ccccc1)OCc1ccccc1 | . | . | -1.6% | . | -14.2% | -0.5% | . | . | -0.7% | -4.2% | ? |
| O=C(NC1(C(F)(F)F)NC(=O)N(CC2CCCCC2)C1=O)c1ccco1 (configuration not stated) | i | i | 4.0% | 1.3% | 0.2% | 1.0% | ? | 6.8% | 4.1% | -9.8% | -15.1% |
| CCOCCCNC(=O)c1c(C)c(C(=O)OCC)n(C)c1C | i | ? | -0.2% | -2.0% | -21.2% | -0.6% | i | 8.9% | 8.6% | -10.8% | -7.6% |

Further structures follow.
SMILES	Rhodamine autofl	TexasRed autofl	Caspase-1 inhib	Luciferase inh	ERK AVP block	Caspase-7 inhib	Fluorescein autfl	USP2a inh	HADH2 inhib	Tau filament bind	HEK293 cAMP cs
c1coc(Cn2c(-c3ccco3)nc3ccccc32)c1	i	i	-4.0%	-9.8%	-11.6%	-5.0%	i	70.5%[activator]	-27.2%	1.3%	?
COc1ccc(C(=O)CSc2nnnn2Cc2ccccc2)cc1	i	i	-4.0%	1.1%	21.5%	7.5%	?	-4.5%	5.1%	7.7%	22.0%
NC(N)=NCCSSCCN=C(N)N	i	?	.	0.2%	.	.	?	.	4.9%	-6.5%	-6.4%
COc1ccc(-c2nnc(CSc3nc4ccccc4c(=O)n3CC(C)C)o2)cc1OC	i	i	-2.3%	0.3%	?	-2.2%	i	.	2.1%	19.5%	7.94µM*
Cc1cc(N2CCN(c3cccc(C(F)(F)F)c3)CC2)n2nc(C)nc2n1	i	i	1.6%	-1.2%	-7.0%	-2.9%	?	-2.8%	-8.2%	18.6%	19.0%
Cc1ccc2cccc(NC(=O)C(F)(F)F)c2n1	i	i	-6.2%	0.4%	3.0%	-5.9%	?	18.9%	8.8%	?	5.7%
COc1ccccc1-c1cncnc1NCc1ccccc1	i	i	0.1%	0.2%[2.29 µM]	-9.1%	-4.0%	?	7.3%	?	8.2%	?
CC(C)c1ccccc1NC(=O)c1cnccn1	i	?	-0.1%	2.6%	-1.6%	-0.4%	?	13.1%	-10.3%	-5.0%	3.9%
CCOC(=O)N1CCC2(O)CCCCC2C1c1ccc(F)cc1 (configuration not stated)	i	i	-0.6%	1.6%	44.0%[activator]	-1.9%	i	4.4%	14.3%	-13.3%	20.4%
O=S(=O)(Nc1nc2ccccc2nc1NCc1ccco1)c1ccc(Cl)cc1	i	i	-4.0%	2.2%	-19.9%	-6.5%	i	16.0%	?	-25.0%	25.8%
c1ccc2c(c1)CCC[C@H]2C1=NCCN1	i	?	0.5%	0.7%	5.7%	1.2%	?	0.0%	-17.7%	0.9%	-3.4%
COC(=O)c1cc(-c2ccc3ccccc3c2)[nH]c(=O)c1C#N	i	?	-14.9%[11.5 µM]	3.1%[11.4 µM]	-2.3%[11.5 µM]	-4.5%[11.5 µM]	i	.	3.5%[11.4 µM]	0.5%[11.4 µM]	11.4%[11.4 µM]

This is a subset, so the mix of outcomes need not match the whole.
